# Pol kappa inh: DNA polymerase kappa (human) inhibition; AID 588579; purified Pol kappa, fluorescent DNA synthesis assay, 10 min; 0.53% of 400,000 active; Potency, µM (highest dose often 107 µM), inactives show top-dose activity, negative = inhibition, usual class: inhibitors; note: potency is the fitted concentration of half-maximal effect; % is set by controls: 0 for no effect and ±100 for the full control effect
#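 Enzyme at 10 nM met test compounds for 15 min at room temperature. Substrate addition (50 nM final) began the reaction, which was monitored by fluorescence at 0 and 10 min.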
# POLH inh: blocks human DNA polymerase eta activity; Potency, µM (top dose mostly 114 µM), without a hit: at the highest dose activity change, negative = inhibition, actives largely listed as inhibitors; recombinant Pol eta, fluorescent DNA replication assay; 1.2% of 390,000 active; AID 588591; note: potency is the fitted concentration of half-maximal effect; % is set by controls: 0 for no effect and ±100 for the full control effect
#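 Fluorescent replication assay: 50 nM final substrate added after a 15 min room-temperature compound preincubation with 10 nM enzyme. Signal taken at 0 min and again at 10 min.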
# APEX1 inh: inhibitors of human APE1 endonuclease; P27695; recombinant APE1, TAMRA/BHQ-2 abasic DNA cleavage fluorescence; Potency, µM (highest dose often 65.8 µM), for inactives: at the highest dose activity change, negative = inhibition, actives largely listed as inhibitors; 0.35% of 350,000 active; AID 2517;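 note: potency is the fitted concentration of half-maximal effect; plate controls were vehicle for no effect and reference inhibitor for full effect; nearly all actives have a fitted effect of over 55% in size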
# Target sequence (P27695 whole entry, looked up): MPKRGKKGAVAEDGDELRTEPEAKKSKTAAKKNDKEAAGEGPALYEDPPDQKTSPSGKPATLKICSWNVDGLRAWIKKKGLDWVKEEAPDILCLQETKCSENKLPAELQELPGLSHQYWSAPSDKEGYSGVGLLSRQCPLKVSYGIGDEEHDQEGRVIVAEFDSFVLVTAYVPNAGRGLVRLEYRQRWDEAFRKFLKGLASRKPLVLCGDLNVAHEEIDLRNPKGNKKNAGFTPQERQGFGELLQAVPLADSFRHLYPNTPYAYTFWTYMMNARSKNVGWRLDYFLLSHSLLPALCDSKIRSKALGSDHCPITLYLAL
#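 Activity was derived from the fluorescence gain between first and third kinetic reads (60 s intervals, ex 525/em 598 nm) after 50 nM THF-abasic TAMRA/BHQ-2 duplex was added to 0.75 nM APE1 preincubated 15 min with compound.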
# LDHA block: LDHA (human) enzyme inhibition; purified LDHA, NADH/diaphorase-resazurin fluorescence; hits give low values; activity change, % (values are at about 110 or 230 µM); 0.15% of 480,000 active; P00338; in the data active = activity change below about -30%; inconclusive = mostly about -25% to -30%;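 note: plate controls were DMSO wells for no effect and wells without enzyme for full effect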
#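 Remaining NADH was detected by diaphorase (0.133 mg/mL) converting 37 µM resazurin to fluorescent resorufin, read at 0 and 20 minutes. The preceding 5-minute room-temperature reaction used 2 nM LDHA, 0.2 mM sodium pyruvate and 0.06 mM NADH at pH 7.4.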
# BLM helicase inh: Bloom syndrome helicase (human) inhibition; AID 2528; 0.2% of 350,000 active; Potency, µM (series often up to 56.1 µM), for inactives: at the highest dose activity change, negative = inhibition, hits mostly inhibitors; recombinant BLM DNA unwinding, fluorescence dequenching; P54132;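 note: potency is the fitted concentration of half-maximal effect; plate controls were vehicle for no effect and no enzyme for full effect; nearly all actives have a fitted effect of over 35% in size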
# Apoferritin bind: candidate novel general anesthetic via apoferritin binding. P02791. apoferritin/1-aminoanthracene competitive binding, fluorescence. Potency, µM (titrated, usually from 77.5 µM), for inactives: at the top dose activity change, negative = displacement, hits mostly inhibitors. 0.074% of 350,000 active. AID 485281; note: potency is the fitted concentration of half-maximal effect; % is set by controls: 0 for no effect and ±100 for the full control effect; nearly all actives have a fitted effect of over 20% in size
#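 Probe: 1-aminoanthracene (50% saturated, PBS). Protein: horse-spleen apoferritin, 10 uM. Incubation: 10 min, room temperature. Detection: 380 nm excitation, 535 nm emission. Analysis: normalized response, four-parameter Hill.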
# POLI inh: DNA polymerase iota (human) inhibition; Q9UNA4; Pol iota fluorescent replication assay, 10 min; Potency, µM (series often up to 115 µM), without a hit: top-dose activity, negative = inhibition, actives largely listed as inhibitors; 1% of 390,000 active; note: potency is the fitted concentration of half-maximal effect
# Target sequence (Q9UNA4 whole entry, looked up): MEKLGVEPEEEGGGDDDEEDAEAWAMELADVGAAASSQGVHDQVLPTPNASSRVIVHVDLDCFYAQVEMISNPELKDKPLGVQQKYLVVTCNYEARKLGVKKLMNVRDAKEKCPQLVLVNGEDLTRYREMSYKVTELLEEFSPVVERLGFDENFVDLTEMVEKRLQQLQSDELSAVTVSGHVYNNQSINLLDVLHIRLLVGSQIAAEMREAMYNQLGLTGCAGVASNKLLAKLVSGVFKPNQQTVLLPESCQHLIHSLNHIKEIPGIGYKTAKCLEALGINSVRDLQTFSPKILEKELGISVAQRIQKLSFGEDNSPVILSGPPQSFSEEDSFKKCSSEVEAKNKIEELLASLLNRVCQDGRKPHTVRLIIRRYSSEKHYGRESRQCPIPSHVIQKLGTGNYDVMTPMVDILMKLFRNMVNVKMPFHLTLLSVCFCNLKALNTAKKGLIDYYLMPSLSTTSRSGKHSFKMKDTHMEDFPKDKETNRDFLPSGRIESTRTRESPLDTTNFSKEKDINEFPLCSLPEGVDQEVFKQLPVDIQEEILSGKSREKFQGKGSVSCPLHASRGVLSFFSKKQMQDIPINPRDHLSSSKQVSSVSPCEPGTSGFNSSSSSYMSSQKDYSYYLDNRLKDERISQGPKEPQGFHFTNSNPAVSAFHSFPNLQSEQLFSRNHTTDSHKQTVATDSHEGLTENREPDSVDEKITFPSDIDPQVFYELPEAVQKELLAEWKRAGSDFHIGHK
#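 Fluorescent replication assay read twice, at 0 min and 10 min after adding 50 nM (final) substrate. Enzyme (10 nM) and compounds were first incubated 15 min at room temperature; enzyme-free buffer wells were negative controls.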
# POLB inh: inhibitors of human DNA polymerase beta | P06746 | Pol beta primer extension/strand displacement, fluorescence kinetic | Potency, µM (top dose mostly 114 µM), for the others: at the highest dose activity change, negative = inhibition, usual class: inhibitors | 1.3% of 340,000 active; note: potency is the fitted concentration of half-maximal effect; % is set by controls: 0 for no effect and ±100 for the full control effect
#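 10 nM enzyme + cpd, 15 min RT; start with substrate 50 nM final; read 0 min and after 10 min RT. Corrected, normalized data; 4-parameter Hill curve fit.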
# GRP78 ERSR act: inducers of ER stress response in human glioma cells | U87-MG GRP78 promoter luciferase reporter, 16 h | Potency, µM, for inactives: top-dose activation, hits mostly activators | 0.02% of 420,000 active | AID 602332; note: potency is the fitted concentration of half-maximal effect; series mostly up to about 76 µM; % of control where 0% means no effect; nearly all actives have a fitted effect of over 35% in size
#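 Stably transfected U87-MG glioma cells carrying a GRP78-based luciferase sensor; 16 h compound incubation. Luminescence end-point read 10 min after Bright-Glo addition at room temperature.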
# Active calls of the source: *; ? = inconclusive; nt = not tested or not shown; & = joins results of further samples; [ ] = remark or other dose. Unless noted, calls come from the whole dose curve; as a rule, active = well fitted curve in the direction sought with a large enough effect; inconclusive = small, poorly fitted or top-dose-only effect, or another doubt; inactive = no such curve, though single readings can be large; an effect the other way counts as inactive or inconclusive. An excerpt. The share of hits here may be higher or lower than overall.
SMILES,POLI inh,POLB inh,GRP78 ERSR act,Pol kappa inh,BLM helicase inh,Apoferritin bind,POLH inh,LDHA block,APEX1 inh
Cc1cc(C)c(S(=O)(=O)NNC(=O)C2CCN(Cc3ccccc3)CC2)c(C)c1,10%,41%,-4%,-2%,1%,-12%,2%,2,-9%
O=C1N(C2CCCC2)C[C@@H]2C[C@@H](c3cn[nH]c3-c3ccc(Cl)cc3)N3CCC[C@@]123,70%[activator],4%,-7%,-2%,-4%,-16%,-15%,-6,2%
CCC(C)C(=O)Nc1nc(C)c(-c2csc(Nc3ccccc3OC)n2)s1 (stereo unspecified),?,31%,-1%,-4%,-7%,-14%,-15%,-9,-4%
CC(=O)c1ccc(N2CCN(c3ccnc4cc(Cl)ccc34)CC2)cc1,55%[activator],0%,-2%,9%,0%,-9%,-15%,-1,11%
O=C(CSc1nccn1Cc1ccc(F)cc1)Nc1ccc2c(c1)OCCO2,9%,27%,1%,-7%[60.1 µM],0%,3%,-14%,-14,nt
CCn1c(-c2ccccc2SC)n[nH]c1=S,49%[activator],15%,-3%,2%,-3%,-4%,-14%,-1,?
Cc1ccc(Cl)cc1N1CCN(C(=O)c2cnn(C(C)(C)C)c2C2CCN(C(=O)OC(C)(C)C)CC2)CC1,24%,3%,-5%,3%,-10%,-9%,-25%,-2,nt
CC#CC(=O)N1CCC(C(=O)Nc2ccc(Oc3ccccc3)nc2)CC1,10%,52%,9%,3%,1%,-5%,0%,-1,3%
COC(=O)c1ccc(-n2c(C)nc(=O)c(-c3ccccc3)c2C)cc1,-5%,38%,0%,-1%[60.1 µM],-2%,-8%,8%,-1,-2%
CNC(=O)[C@H]1O[C@@H](n2cnc3c(N)ncnc32)[C@H](O)[C@@H]1O,nt,nt,-1%,2%[19.4 µM],nt,3%,nt,nt,13%

# 2 records picked at random from those above:
SMILES,POLI inh,POLB inh,GRP78 ERSR act,Pol kappa inh,BLM helicase inh,Apoferritin bind,POLH inh,LDHA block,APEX1 inh
O=C(CSc1nccn1Cc1ccc(F)cc1)Nc1ccc2c(c1)OCCO2,9%,27%,1%,-7%[60.1 µM],0%,3%,-14%,-14,nt
CCn1c(-c2ccccc2SC)n[nH]c1=S,49%[activator],15%,-3%,2%,-3%,-4%,-14%,-1,?

# Following part.
SMILES,POLI inh,POLB inh,GRP78 ERSR act,Pol kappa inh,BLM helicase inh,Apoferritin bind,POLH inh,LDHA block,APEX1 inh
CC(C)c1ccc(S(=O)(=O)N2CCN(C(=S)NCc3ccco3)CC2)cc1,?,-2%,-4%,-9%,-21%,?,-21%,-3,-1%
O=S(=O)(Cc1ccc(Cl)cc1)Oc1ccc(Cl)cc1,19%,nt,-6%,-7%,nt,nt,-4%,-3,nt
CCc1c(C)c2c(C)[nH]nc2oc1=O,-4%,12%,-2%,1%,2%,-10%,-7%,5,17%
C=C(C)C(=O)Nc1cccc(C2=NOC3(C2)C[C@H](C(N)=O)N(C(=O)c2ccccc2C(=O)c2ccccc2)C3)c1 (stereo partly specified),45µM*,8.9µM*,-4%,?,-14%,-11%,5.6µM*,6,?
COc1ccc(CCNC(=O)CCCCn2c(=O)[nH]c3ccccc3c2=O)cc1OC,9%,10%,-4%,-20%,3%,-6%,-1%,-8,-1%
O=C(NCCCN1CCCCC1)c1cc(Sc2ccc(Cl)cc2)nc2ccccc12,7%,-1%,-3%,-7%[60.1 µM],-9%,6%,-22%,-2,nt
COc1ccc(NC(=O)C2CCC(CNc3c(N4CCCCC4)c(=O)c3=O)CC2)c(OC)c1 (stereo unspecified),28%,-23%,-6%,-4%,1%,-1%,8%,-9,4%
CCCN1CCN(CC(=O)Nc2cc(OCC)ccc2OCC)CC1,1%,-7%,-2%,2%,-1%,1%,-20%,-13,-2%
CCOC(=O)c1noc2ncnc(NCc3ccccc3OC)c12,8%,24%,-3%,4%,-2%,6%,-3%,-3,nt
O=C(NC1CC(=O)N(c2ccc(F)cc2)C1)c1ccco1 (stereo unspecified),26%,10%,-2%,-3%[60.1 µM],1%,-3%,12%,-2,nt
Cn1c(Cl)c(/C=N/OC(=O)C2CC2)c2ccccc21,13%,-14%,-1%,-15%,1%,-4%,-1%,1,6%
CCOC(=O)CSc1nc2sc3c(c2c(=O)n1Cc1ccccc1)CCC(C(C)(C)C)C3 (stereo unspecified),11%,2%,-1%,2%,-4%,-4%,-16%,-3,nt
COc1ccc(CN(C)C(=O)COC(=O)c2cnc(Cl)c(Cl)c2)cc1,5%,nt,-3%,5%,nt,nt,-13%,-2,54%[activator]
CC(=O)N(CCc1ccccc1C)Cc1cc2cc(C)ccc2[nH]c1=O,6%,-1%,-5%,0%,-3%,-7%,-4%,-2,-1%
O=C(Nc1nc2ccccc2s1)c1ccccc1[N+](=O)[O-],-8%,-1%,7%,6%,-3%,1%,-9%,-4,-2%
COc1cc(C2Nc3ccc4ccccc4c3C3=C2C(=O)CC(C)(C)C3)ccc1OCC(=O)O (stereo unspecified),4%,13%,0%,-10%,-7%,396%[activator],-17%,-2,21%
CCOc1ccc(NC(=O)c2ccc(NCC(=O)N3CCCCCC3)cc2)cc1,-16%,-2%,-7%,-10%,-2%,-11%,-9%,-14,-5%
COCCCN(CCC#N)C(=O)c1c(-c2c(Cl)cccc2Cl)noc1C,172%[activator],-23%,-3%,6%,-4%,-3%,-21%,-16,-4%
Cc1ccccc1Cn1c(SCc2ccc(C(=O)NC3CCCCC3)cc2)nc2ccncc21,-29%,56%,-1%,1%,-4%,-9%,2%,-1,nt
Cc1onc(-c2ccccc2Cl)c1C(=O)Nc1nnc(Cc2ccc(Cl)cc2)s1,?,-1%,-7%,-11%,-10%,-17%,-24%,2,-7%
O=C(CSc1nc2ccsc2c(=O)n1NC(=O)c1ccccc1)Nc1nccs1,-18%[58.9 µM],2%,10%,0%,2%,1%,-3%,-3,3%
COC(=O)c1ccc(N2NC(=O)/C(=C/c3ccc(-c4ccc(Cl)c(C(=O)O)c4)o3)C2=O)cc1,8.9µM*,22µM*,-1%,28µM*,-10%,-3%,3.2µM*,14,25µM*
c1coc(CNC2CCCCC2)c1,1%,16%,-3%,-15%,2%,1%,-5%,-8&-18,17%
O=C(NCC1OCCCN1S(=O)(=O)c1cc(F)ccc1F)C(=O)NC1CCCCC1 (stereo unspecified),136%[activator],-9%,8%,-7%,-5%,-14%,1%,-3,-2%
O=C(CCN1C(=O)S/C(=C\c2ccccc2)C1=O)Nc1ccc(O)cc1C(=O)O,-13%,2%,-2%,-12%,1%,-2%,-22%,-1,-11%
CSCCC(NC(=O)c1ccccc1)C(=O)NCCc1ccc2c(c1)OCCO2 (stereo unspecified),35%[activator],nt,-3%,-6%,nt,nt,-2%,0,-8%
O=C(Nc1ccncc1)C1CC(=O)N(c2ccccc2)C1 (stereo unspecified),58%[activator],nt,-1%,-6%,nt,nt,-13%,-7,nt
COc1ccc(N(C)S(=O)(=O)c2ccc(Cl)c(C(=O)NNC(=O)c3ccccc3O)c2)cc1,-3%,nt,-4%,-3%,nt,nt,2%,-2,5%
O=C(Nc1nnc(C2CC2)s1)c1cc2ccccc2o1,43%[activator],nt,-1%,-2%,nt,nt,-7%,1,36%
c1ccc(CCNc2nc(-c3cccnc3)cs2)cc1,9%,-20%,4%,-13%,-3%,-3%,-1%,7,-1%
Clc1ccc(-c2csc(N3CCCCCC3)n2)cc1,-18%,5%,6%,-1%,-3%,-10%,-8%,-1,-1%
COc1ccc(N2CCN(S(=O)(=O)c3ccc4oc(=O)ccc4c3)CC2)cc1,53%[activator],66%,0%,-7%,-3%,-3%,-12%,-3,8%
O=C(C[n+]1ccc(C(=O)N/N=C/c2ccc(O)cc2)cc1)c1ccccc1,38%[activator],56µM*,-4%,-13%,?,?,?,9,-7%
CCN(CC)CCOC(=O)c1ccc(NC(=O)CNC(=O)c2ccccc2)cc1,18%,9%,-2%,-3%,4%,-12%,0%,-2,8%
Cc1cc(=O)oc(C)c1C(=O)N1CCN(C)CC1,1%,11%,-2%,-15%,0%,-6%,-1%,-4,3%
CC(=O)c1cc2c(cc1NS(=O)(=O)c1ccc(C)cc1)OCCO2,3%,1%,-2%,-15%,-3%,-5%,-9%,-1,-2%
COc1ccccc1C1C(C(N)=O)=C(C)Nc2nc(-c3ccccc3Cl)nn21 (stereo unspecified),23%,5%,-1%,-10%,-3%,-4%,-23%,1,-5%
CCOC(=O)N1CCC(NC(=O)c2ccc3c(c2)N(CC)CCS3)CC1,-7%,nt,-1%,-1%,nt,nt,-1%,-11,nt
O=c1c2oc3ccccc3c2n(Cc2ccc(Cl)cc2)c(=O)n1Cc1ccc2c(c1)OCO2,19%,19%,-3%,0%,-5%,-2%,-14%,-4,nt
Cc1ccccc1Nc1nnc(SCC(=O)NC(=O)NCc2ccco2)s1,22µM*,?,-2%,?,-13%,?,?,-10,?
O=C(Cn1cc2c(n1)CCCCC2)NC1CCN(Cc2ccccc2)CC1,6%,-1%,1%,-13%,3%,-3%,-9%,-15,-2%
Cc1nn(Cc2cccc(C(=O)Nc3ccn(Cc4c(F)c(F)cc(F)c4F)n3)c2)c(C)c1[N+](=O)[O-],?,3%,2%,-3%,-8%,?,-12%,3,-4%
COc1cc2c(cc1OC)C(=O)NCC(C)(C)O2,17%,27%,-3%,20%,-6%,-6%,-1%,0,3%
C=CCN1C(=O)N/C(=C/c2ccc(N3CCOCC3)o2)C1=O,nt,2%,nt,nt,0%,-7%,nt,nt,3%
N#Cc1ccc(CN2CCC3(CC2)CCN(C(=O)c2cc(C(F)(F)F)cc(C(F)(F)F)c2)CC3)cc1,nt,nt,-2%,-12%[60.1 µM],1%,nt,nt,nt,-2%
Cc1cccc(OCCNC(=S)NC(=O)c2cncc(Br)c2)c1,31%[activator],23%,0%,-6%,-2%,-11%,-9%,-14,11%
CCOc1ccccc1NC(=O)C1CCCN(c2c(CC)c(C)nc3ncnn23)C1 (stereo unspecified),-3%,18%,-2%,-5%,-1%,2%,-4%,-15,-9%

# Screening data from PubChem.
